Assay outcomes from PubChem.
MT1-MMP act inh = inhibitors of human MT1-MMP activation | AID 651647 | HT1080 RFP-PRO-GFP cells, GFP/RFP ratio fluorescence, overnight; percent of plate control window, DMSO zero | GFP/RFP ratio change, % at 20 µM | P50281 | 0.061% of 360,000 active;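 active = GFP/RFP ratio change of at least 30% with cell ATP level not reduced by more than half and red fluorescence within 50% of control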; also: strong numbers were not always called active
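Assay system: RFP-PRO-GFP reporter HT1080 cells; read-out basis: GFP/RFP fluorescence ratio; benchmarks: DMSO wells and RFP-L50D-GFP cells; doses: 20 µM single dose, 1% DMSO; schedule: overnight cell settling, then overnight compound exposure, 37 °C, 5% CO2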
MsrA inhibitor = bovine MsrA inhibition; purified bovine MsrA, absorbance read-out; inhibition, % at 15.5 µM; 0.75% of 360,000 active; AID 651718; in the data active = inhibition above about 4.5%;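 also: 0% = vehicle wells with enzyme and 100% = reference inhibitor wells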
MsrA act = activates bovine MsrA enzyme; purified bovine MsrA, absorbance read-out; activation, % at 10.6 µM; 0.3% of 360,000 active; AID 602163; in the data active = activation above about 7.5%;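 also: 0% = vehicle and 100% = reference activator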
FAS-TE inh = FAS thioesterase (human) inhibition | P49327 | recombinant FAS-TE, OMFH fluorogenic substrate, fluorescence endpoint | inhibition, % at 15 µM | 0.67% of 360,000 active;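 active = compounds whose normalised, plate-corrected inhibition of enzyme fluorescence in the single-dose primary screen is 50% or more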;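 also: 0% = DMSO with enzyme and 100% = substrate without enzyme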
Rpn11 inh = inhibitors of human proteasome Rpn11 | O00487 | human 26S proteasome, Ub4-pepOG fluorescence polarization; 20S core pre-blocked with epoxomicin | calls only at 20 µM | 0.59% of 360,000 active | AID 588493;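 active = inhibition at 20 µM, scaled to each plate's controls, above about 33%, limit read from the data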
CSN deneddyl inh = inhibitors of human CSN-mediated cullin deneddylation. Q92905. Purified CSN, SCF-Nedd8-OG deneddylation, fluorescence polarization. inhibition, % at 12.5 µM. 0.38% of 360,000 active. AID 651999;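 active = pattern-corrected inhibition above about 35%, with an unprinted fluorescence ratio check between 0.5 and 1.5, limit read from the data, passing the limit was not always enough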;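 also: 0% = enzyme with substrate and 100% = substrate without enzyme; some results filed as inactive read as strong as hits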
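Schedule: reaction 90 min, room temperature / Assay system: HEK293T-derived human Csn5 enzyme / Input: Csn5 at 0.24 nM final / Measure: inhibition of Csn5 cleavage, % / Control set: substrate-only high control, full reaction low control / Technique: fluorescence polarization of the substrate / Buffer or medium: Tris/NaCl/DTT buffer, pH 7.5 / Reagent: SCFSkp2-Nedd8OG substrate at 10 nM final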
Rin1-Abl PPI inh = blocks binding of human Rin1 to Abl; P00519+Q13671; TR-FRET Rin1/Abl binding, biochemical; inhibition, % at 7.35 µM; 0.4% of 360,000 active; AID 588664; in the data active = inhibition above about 5%, passing the limit was not always enough
Target sequence (P00519 whole entry, looked up): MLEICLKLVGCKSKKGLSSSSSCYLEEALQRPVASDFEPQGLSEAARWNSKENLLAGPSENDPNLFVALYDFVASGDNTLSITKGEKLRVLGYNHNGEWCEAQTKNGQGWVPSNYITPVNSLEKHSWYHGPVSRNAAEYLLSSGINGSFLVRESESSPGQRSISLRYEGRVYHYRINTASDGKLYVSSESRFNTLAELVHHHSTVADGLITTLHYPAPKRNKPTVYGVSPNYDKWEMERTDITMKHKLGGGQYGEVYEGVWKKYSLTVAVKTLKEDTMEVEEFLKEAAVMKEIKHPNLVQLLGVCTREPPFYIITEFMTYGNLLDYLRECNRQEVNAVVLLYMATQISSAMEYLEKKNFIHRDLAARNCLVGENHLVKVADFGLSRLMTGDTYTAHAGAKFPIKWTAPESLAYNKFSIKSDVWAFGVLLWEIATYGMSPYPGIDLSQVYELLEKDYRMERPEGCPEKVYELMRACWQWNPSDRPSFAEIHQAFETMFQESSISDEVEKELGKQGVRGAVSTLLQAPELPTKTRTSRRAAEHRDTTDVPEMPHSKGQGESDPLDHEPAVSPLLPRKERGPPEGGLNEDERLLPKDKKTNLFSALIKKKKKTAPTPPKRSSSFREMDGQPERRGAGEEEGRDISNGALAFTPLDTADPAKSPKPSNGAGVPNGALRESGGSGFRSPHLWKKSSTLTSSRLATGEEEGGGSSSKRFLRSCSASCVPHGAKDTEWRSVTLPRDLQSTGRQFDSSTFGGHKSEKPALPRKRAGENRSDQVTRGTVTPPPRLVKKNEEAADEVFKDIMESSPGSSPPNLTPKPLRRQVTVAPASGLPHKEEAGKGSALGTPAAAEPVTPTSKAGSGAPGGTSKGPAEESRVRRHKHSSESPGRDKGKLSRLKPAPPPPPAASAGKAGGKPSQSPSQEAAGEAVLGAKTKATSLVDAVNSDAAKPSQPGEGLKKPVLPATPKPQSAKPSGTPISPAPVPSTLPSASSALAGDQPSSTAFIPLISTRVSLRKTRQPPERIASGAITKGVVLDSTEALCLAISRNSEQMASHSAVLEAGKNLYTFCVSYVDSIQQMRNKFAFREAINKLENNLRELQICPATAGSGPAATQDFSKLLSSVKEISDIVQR
Target sequence (Q13671 whole entry, looked up): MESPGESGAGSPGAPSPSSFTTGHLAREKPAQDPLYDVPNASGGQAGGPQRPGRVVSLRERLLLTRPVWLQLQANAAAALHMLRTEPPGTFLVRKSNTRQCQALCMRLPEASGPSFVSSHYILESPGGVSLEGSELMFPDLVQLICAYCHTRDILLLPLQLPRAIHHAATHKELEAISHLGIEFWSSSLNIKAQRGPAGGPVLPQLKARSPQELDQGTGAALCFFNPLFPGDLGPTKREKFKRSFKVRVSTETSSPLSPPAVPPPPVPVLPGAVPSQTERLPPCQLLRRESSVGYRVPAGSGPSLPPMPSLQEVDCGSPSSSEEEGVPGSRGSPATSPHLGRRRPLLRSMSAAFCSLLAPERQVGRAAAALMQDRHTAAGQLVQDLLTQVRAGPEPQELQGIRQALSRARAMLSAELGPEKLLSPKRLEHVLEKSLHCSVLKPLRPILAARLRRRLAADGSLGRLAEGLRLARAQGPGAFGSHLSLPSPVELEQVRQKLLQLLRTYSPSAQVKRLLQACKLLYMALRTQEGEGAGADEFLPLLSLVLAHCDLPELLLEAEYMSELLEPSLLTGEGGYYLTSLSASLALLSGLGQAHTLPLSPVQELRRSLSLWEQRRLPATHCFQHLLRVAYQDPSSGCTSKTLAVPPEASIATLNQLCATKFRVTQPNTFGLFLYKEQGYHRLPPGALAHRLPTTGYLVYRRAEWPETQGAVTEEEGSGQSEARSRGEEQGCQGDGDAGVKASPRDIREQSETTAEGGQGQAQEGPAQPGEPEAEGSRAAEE
PABP1 MLLE inh = inhibitors of microRNA-mediated deadenylation, human PABP1 MLLE binding; P11940; GST-MLLE / FITC-PAM2 fluorescence polarization; inhibition, % at 20 µM; 0.36% of 360,000 active; AID 588489; in the data active = inhibition above about 35%, passing the limit was not always enough;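 also: plate controls were DMSO wells with GST-MLLE for no effect and wells lacking GST-MLLE protein for full effect; some results filed as inactive read as strong as hits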
E coli Lon inh = inhibitors of E. coli Lon protease | 0.42% of 360,000 active | inhibition, % at 7.94 µM | purified E. coli Lon protease, fluorescence polarization; in the data active = inhibition above about 13%, passing the limit was not always enough;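 also: 0% = enzyme with probe and DMSO and 100% = no enzyme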
The depositor's hits bear a star; i = inactive; · = no result given; & = joins results of further samples.

SMILES	MT1-MMP act inh	MsrA inhibitor	MsrA act	FAS-TE inh	Rpn11 inh	CSN deneddyl inh	Rin1-Abl PPI inh	PABP1 MLLE inh	E coli Lon inh
CC1CC(C)(C)CC2(C1)NC(=O)N(CC(=O)N1CCN(S(=O)(=O)c3cccc(F)c3)CC1)C2=O (configuration not stated)	-12	-0.3	-8	2	i	2	2	7	1
Cc1ccc(NC(=O)CCN2CCN(C)CC2)cc1	0	0.4	-8	-5	i	9	0	1	7
COc1ccc(OC)c(CCNC(=O)CCc2nnc3ccc(N4CCCC4)nn23)c1	-1	0.2	-1	-4	i	3	2	-3	-2
COC(=O)c1ccc(CSc2nc(-c3ccco3)cc(C(F)(F)F)n2)o1	-5	0.2	-5	17	i	6	-2	16	0
Cc1ccc(-n2nc3c(=O)n(C(C)C(=O)NCCc4cccs4)nc(C)c3c2C)cc1 (configuration not stated)	3	·	-4	3	i	2	1	1	-5
c1ccc2[nH]cnc2c1	3	0.3	0	-1	i	-9	-1	-1	0
[O-]/[N+](=C\c1ccccc1)[C@@H]1CCCC[C@@H]1/[N+]([O-])=C/c1ccccc1	5	0.8	-1	-2	i	-1	-1	6	11
CN(CC(=O)Nc1ccc(F)cc1)CC(=O)N1CCc2ccccc21	5	0.7	-1	-5	i	0	-2	-4	-4
CCOc1ccc(OCC)c(NC(=O)CSCC(=O)O)c1	1	0.6	-3	-1	i	1	5	2	-3
O=C(O)C1CCN(c2ccc(S(=O)(=O)N3CCOCC3)cc2[N+](=O)[O-])CC1	2	-0.1	-4	-10	i	1	-3	3	-4
CC1CCc2c(sc3nc(CN4CCN(S(=O)(=O)c5ccccc5[N+](=O)[O-])CC4)[nH]c(=O)c23)C1 (configuration not stated)	-4	-0.3	-2	91*	i	4	-2	-8	-5
CC(C)C[C@@H](CN1CCC[C@@H]1CN1C(=O)C(=O)NC[C@@H]1Cc1ccccc1)N1C[C@H](Cc2ccc(O)cc2)N(CCc2ccccc2)C(=O)C1=O	-5	0.2	1	-1	i	6	-1	3	10
COC(=O)[C@]12CCCCC=C1N(Cc1cccc3ccccc13)C(=O)[C@H](CC(=O)NCc1cccc3ccccc13)C2	-4	0.3	-1	24	·	-7	·	·	1
O=C(Nc1ccccc1[N+](=O)[O-])C1C(c2ccccc2)=C1c1ccccc1	-7	1.4	-1	25	i	-1	1	11	1
NS(=O)(=O)c1ccc(NS(=O)(=O)/C=C/c2ccccc2)cc1	0	0.4	-3	-8	i	-1	5	11	14
CSCC[C@H](NC(=O)OC(C)(C)C)c1nnc(SCc2ccc(F)cc2)o1	-4	0.6	-4	14	i	-3	5	-3	-3
O=C(CNC(=S)N(CCCN1CCOCC1)Cc1cccs1)NCCN1CCOCC1	2	1.0	-6	-15	i	-2	3	-91	0
O=C(NC1CCCC1)C1CC(=O)N(C2CCCCCCC2)C1 (configuration not stated)	2	1.4	1	-8	i	5	-1	-2	1
Cc1ncoc1C(=O)Nc1cccc(Cl)c1	-3	·	-14	-3	i	-2	7	0	-1
COc1cc2c(cc1OC)CN(C(C)C(=O)N1CCc3ccccc31)CC2 (configuration not stated)	-4	0.2	-1	-5	i	-3	3	-12	-2
Cc1ccc(C2CC(=O)c3cnn(-c4nc(C)cc(C)n4)c3C2)cc1 (configuration not stated)	-6	-1.9	-6	5	i	-4	-2	16	-9
CCN(CC)C(=O)c1nc[nH]c1C(=O)N1CCN(c2ccccc2)CC1	0	1.5	-3	-13	i	2	-1	15	-7
O=C(Nc1cccc(Br)c1)c1ccc(Cl)c(S(=O)(=O)N2CCOCC2)c1	13	-1.1	-8	31	i	-2	3	9	-1
Cc1c(C)c2ccc(OC(C)C(=O)N3C[C@H]4C[C@@H](C3)c3cccc(=O)n3C4)c(C)c2oc1=O (some centres not stated)	4	2.0	-2	-4	i	-1	1	-11	-1
Cn1c(=O)c2cc(NC(=O)Cc3cccc4ccccc34)ccc2n1-c1ccccc1	-1	-1.1	-1	1	i	1	0	-12	-1
O=C(CSc1nnc(-c2ccccc2Br)o1)Nc1nncs1	-2	1.2	-3	-2	i	-1	0	-16	12
Cc1cc(C(=O)Cn2nnc(-c3ccc(Cl)cc3)n2)c(C)n1-c1ccccc1	4	0.1	5	31	i	-4	0	2	-3
CC(C)n1cnnc1SCC(=O)NCC(=O)Nc1ccc(F)cc1	-1	0.0	-1	-4	i	-3	-1	-4	-10
COc1ccccc1-c1noc(CCC(=O)NC2CCCC2)n1	-4	-0.9	-1	-5	i	-3	0	14	-8
COc1ccc(/C(C)=N/NC(=O)c2sccc2-n2cccc2)cc1	4	0.3	-3	9	i	-5	2	-12	7
CCOC(=O)N1CCN(Cc2nc3ccc([N+](=O)[O-])cc3c(=O)n2-c2cccc(OC)c2)CC1	-3	0.0	-3	72*	i	2	-1	-4	-1
Cc1cccc2c1N(CCCOc1ccccc1)C(=O)C2=O	·	-0.6	-10	-4	i	5	-6	5	-6
COc1ccc(NC(=O)c2nc[nH]c2C(=O)N[C@@H](C)C(=O)OC(C)(C)C)cc1	12	0.0	-2	-4	i	2	1	4	-5
CC(C)CCSc1nnc(N)s1	1	-0.8	-4	-2	i	-2	-2	18	1
COc1cc(C(=O)NCC(=O)n2nc(C)cc2C)cc(OC)c1OC	8	1.2	0	-3	i	0	-4	-10	0
O=C(O)C(Cc1ccc(O)c([N+](=O)[O-])c1)N1C(=O)c2ccccc2C1=O (configuration not stated)	-1	0.4	-4	-3	i	-6	-2	-12	-6
CC1(C)Oc2ccc(C(=O)N3CCc4ccccc43)cc2N(CC(=O)N2CCCC2)C1=O	8	-0.7	-2	-3	i	-3	0	3	11
O=C(Nc1ccc(Br)cc1F)C1CC(=O)N(C2CCCCC2)C1 (configuration not stated)	0	-0.6	-1	5	i	-5	2	-6	-10
COc1ccc(-c2nc(CN3CCN(c4cc(C)nc(C)c4)CC3)c(C)o2)c2ccccc12	1	0.6	-6	-15	i	1	-5	-7	1
O=C(C1CCC(CNc2c(N3CCCCC3)c(=O)c2=O)CC1)N1CCCC1 (configuration not stated)	-2	-0.1	-5	-2	i	3	-7	13	0

Structures shown so far that contain a COOH group (three):
SMILES	MT1-MMP act inh	MsrA inhibitor	MsrA act	FAS-TE inh	Rpn11 inh	CSN deneddyl inh	Rin1-Abl PPI inh	PABP1 MLLE inh	E coli Lon inh
CCOc1ccc(OCC)c(NC(=O)CSCC(=O)O)c1	1	0.6	-3	-1	i	1	5	2	-3
O=C(O)C1CCN(c2ccc(S(=O)(=O)N3CCOCC3)cc2[N+](=O)[O-])CC1	2	-0.1	-4	-10	i	1	-3	3	-4
O=C(O)C(Cc1ccc(O)c([N+](=O)[O-])c1)N1C(=O)c2ccccc2C1=O (configuration not stated)	-1	0.4	-4	-3	i	-6	-2	-12	-6

Remaining list, next part.
SMILES	MT1-MMP act inh	MsrA inhibitor	MsrA act	FAS-TE inh	Rpn11 inh	CSN deneddyl inh	Rin1-Abl PPI inh	PABP1 MLLE inh	E coli Lon inh
COc1cc(NC(=O)COC(=O)c2cnccn2)c(C)cc1[N+](=O)[O-]	-2	1.4	-4	-3	i	-4	-2	-17	1
COc1cc(NC(=O)CCC(=O)N2CCN(S(=O)(=O)c3ccc(C)cc3)CC2)cc(OC)c1	1	0.2	-8	4	i	-4	0	-4	1
CCOc1cc(N2CCOCC2)c(OCC)cc1NC(=O)C1CC(=O)N(c2ccc(C)cc2)C1 (configuration not stated)	-1	1.1	-4	-5	i	0	1	0	-2
CC1(C(=O)Nc2cccc3ccccc23)CCN1C(=O)C1(c2ccccc2)CCCC1 (configuration not stated)	-1	-0.9	-1	20	i	1	4	-15	-17
COc1ccc(-c2nn(-c3ccccc3)cc2/C=C/C(=O)N2CCOCC2)cc1OC	8	1.8	-4	4	i	-9	1	17	-7
O=C(NCc1ccccc1CN1CCCC1)C1CCN(S(=O)(=O)c2ccc(Cl)cc2)CC1	-3	-0.3	0	-6	i	-1	2	-1	-4
NNC(=O)c1ccc(COc2ccc(Br)cc2)o1	-1	0.7	-14	-4	i	4	2	-7	7
Cc1nn2c(C(F)(F)F)c3c(nc2c1-c1ccccc1)CCC3	-1	-0.4	-4	3	i	5	3	3	-2
O=C(N/N=C\c1ccccn1)c1ccccc1O	6	3.1	-9	-10	i	6	-1	11	-8
O=C(Nc1cc(Cl)ccc1O)C1CC(c2ccccc2O)=NO1 (configuration not stated)	-2	0.6	-2	11	i	-3	1	-16	-2
O=C(NCCCN1CCCC1=O)C1CCN(S(=O)(=O)c2cccc(C(F)(F)F)c2)CC1	1	1.0	-2	-6	i	3	-1	-12	0
O=C(NCc1cccc(Br)c1)C1CC2Cn3c(nc4ccccc43)C2N1Cc1ccccc1 (configuration not stated)	4	0.0	1	8	i	-2	1	7	0
COc1cccc(CNS(=O)(=O)c2ccc3c(c2)CC(C)N3C(=O)C2CC2)c1 (configuration not stated)	1	-1.0	-5	-6	i	0	2	-7	-10
O=[N+]([O-])c1ccc(N2CCN(CCO)CC2)cc1Sc1ccccn1	-3	0.5	-5	10	i	0	0	-6	-3
Nc1[nH]c2cc([N+](=O)[O-])ccc2c1-c1ccccn1	-28	0.5	-2	-2	·	64*	-6	-133	-297
CC(=O)c1ccc(NC(=O)c2ccccc2-c2ccccc2C(=O)O)cc1	-3	1.2	0	-1	i	-3	0	-12	-11
Cc1noc(C)c1S(=O)(=O)NC(=O)C1(C)CCN1C(=O)C1(c2ccc(Cl)cc2)CCC1 (configuration not stated)	3	-0.8	3	-6	i	-7	-2	10	7
CCCCNC(=O)C1Cc2cc(S(=O)(=O)N3CCCCC3)ccc2N1C(C)=O (configuration not stated)	2	-1.4	-3	-7	i	-2	4	-2	-4
COC(=O)CNc1nc(Cl)nc(Nc2ccc(Cl)cc2)n1	-3	-1.4	-6	-1	i	4	4	-10	-6
COc1cccc(-c2ccc(C#N)c(SCC(=O)NCc3ccco3)n2)c1	3	2.4	-9	1	i	3	-4	-13	5

A second format for part of the listing above.
> Nc1[nH]c2cc([N+](=O)[O-])ccc2c1-c1ccccn1
- MT1-MMP act inh: -28
- MsrA inhibitor: 0.5
- MsrA act: -2
- FAS-TE inh: -2
- Rpn11 inh: ·
- CSN deneddyl inh: 64*
- Rin1-Abl PPI inh: -6
- PABP1 MLLE inh: -133
- E coli Lon inh: -297

> CC(=O)c1ccc(NC(=O)c2ccccc2-c2ccccc2C(=O)O)cc1
- MT1-MMP act inh: -3
- MsrA inhibitor: 1.2
- MsrA act: 0
- FAS-TE inh: -1
- Rpn11 inh: i
- CSN deneddyl inh: -3
- Rin1-Abl PPI inh: 0
- PABP1 MLLE inh: -12
- E coli Lon inh: -11

Other compounds follow.
SMILES	MT1-MMP act inh	MsrA inhibitor	MsrA act	FAS-TE inh	Rpn11 inh	CSN deneddyl inh	Rin1-Abl PPI inh	PABP1 MLLE inh	E coli Lon inh
COc1cc2[nH]c3ccccc3c2cc1C	-1	0.4	0	1	i	0	-1	0	-3
CC1=CC(C)(C)NC(=S)N1c1ccc2ccccc2c1	5&4	0.4&-1.4	-3&-6	-3&-5	i	3&3	2&6	-6&1	-4&3
O=C(CNC(=O)c1ccc(Cl)cc1)NC(CO)c1ccccc1 (configuration not stated)	2	-1.4	-2	-3	i	-4	0	-5	2
CCOC(=O)c1ccc(NC(=O)CC2C(=O)N(c3ccc(F)cc3)C(=O)N2CCC(C)C)cc1 (configuration not stated)	5	-0.6	0	19	i	0	3	1	-8
COc1ccc(S(=O)(=O)N2CCN(C(=O)[C@H](Cc3ccccc3)NC(=O)c3ccco3)CC2)cc1	-6	0.7	-4	0	i	-2	2	13	-11
COc1cccc(CNC(=O)C2CCN(S(=O)(=O)c3ccc4c(c3)CCC(=O)N4)CC2)c1	1	-0.5	-2	-8	i	-5	-3	8	-3
